TEAD-YAP inh: TEAD-YAP interaction inhibition, primary screen, TEAD-YAP interaction inhibitor project, luminescence, HEK-TIYL cells | inhibition, % at 9.12 µM | hit rate 1.4% among 640,000 | TEAD-Gal4/YAP UAS-luciferase luminescence; in the data active = inhibition above about 32%;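 also: 0% = median of test compound wells and 100% = reference inhibitor wells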
FBW7 act: FBW7 E3 ligase activators, primary screen, biochemical, AlphaScreen, human; F-box/WD repeat-containing protein 7 (Homo sapiens), Q969H0; AlphaScreen FBW7–phospho-cyclin E peptide binding, activator screen; normalized activity (activation), % at 26.1 µM; hit rate 0.13% among 650,000; in the data active = normalized activity above about 1.9%;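 also: purified mutant Fbw7 with reduced substrate affinity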
Target sequence (Q969H0 whole entry, looked up): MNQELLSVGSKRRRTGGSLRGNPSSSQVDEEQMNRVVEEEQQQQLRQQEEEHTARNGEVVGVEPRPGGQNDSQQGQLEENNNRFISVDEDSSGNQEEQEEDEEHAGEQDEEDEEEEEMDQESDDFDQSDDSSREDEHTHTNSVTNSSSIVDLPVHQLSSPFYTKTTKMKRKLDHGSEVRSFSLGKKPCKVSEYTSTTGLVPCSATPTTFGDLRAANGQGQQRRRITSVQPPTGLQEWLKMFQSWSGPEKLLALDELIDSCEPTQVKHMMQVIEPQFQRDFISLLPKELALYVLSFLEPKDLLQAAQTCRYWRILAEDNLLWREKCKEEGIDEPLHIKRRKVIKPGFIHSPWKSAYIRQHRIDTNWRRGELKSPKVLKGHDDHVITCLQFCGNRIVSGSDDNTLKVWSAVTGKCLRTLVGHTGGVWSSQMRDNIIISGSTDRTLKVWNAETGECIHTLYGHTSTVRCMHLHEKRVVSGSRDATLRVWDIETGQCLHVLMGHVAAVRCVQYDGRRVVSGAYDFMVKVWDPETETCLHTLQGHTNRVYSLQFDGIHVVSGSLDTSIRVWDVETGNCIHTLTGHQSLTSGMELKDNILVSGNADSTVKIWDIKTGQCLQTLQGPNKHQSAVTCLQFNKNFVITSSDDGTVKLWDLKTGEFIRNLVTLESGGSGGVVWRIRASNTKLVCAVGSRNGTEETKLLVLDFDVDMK
GPR151 ag: activators of human GPR151, primary screen, cell-based, PathHunter beta-arrestin, luminescence. G-protein coupled receptor 151 (Homo sapiens), Q8TDV0. PathHunter beta-arrestin GPR151 cells. activation, % at 11.2 µM. hit rate 1% among 650,000. AID 1508602, 2020; in the data active = activation above about 4.9%;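 also: 0% = median of compound wells and 100% = cells with positive control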
MITF inh: MITF inhibitors, primary screen, biochemical, AlphaScreen, human. AID 1259374, 2018. inhibition, % at 2.6 µM. hit rate 0.91% among 650,000. AlphaScreen MITF homodimerization, bead proximity signal; in the data active = inhibition above about 50%;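 also: 0% = vehicle wells with protein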
Active calls of the source: *; . = not tested or not shown. No enrichment for hits; any-hit rate near 3.4%.

SMILES | TEAD-YAP inh | FBW7 act | GPR151 ag | MITF inh
CN1C2=C(C(=O)CC(C)(C)C2)C(c2ccc(O)cc2)C2=C1CC(C)(C)CC2=O | -5 | 0.2 | -1.7 | 10
CCOC(=O)Cc1cc(=O)n2[nH]c(-c3ccc(C)cc3)cc2n1 | -3 | -0.3 | -0.2 | 10
COc1cc(C(=O)NC2CCCC2)cc(OC)c1OC | 7 | 0.2 | -1.0 | 12
O=C(Nc1ccnn1C1CCN(C(=O)c2ccccc2C(F)(F)F)CC1)C1CC1 | -7 | -0.1 | 1.1 | -7
COC(=O)c1ccccc1CC[N+](=O)[O-] | 8 | -0.1 | -0.6 | -1
CCCC1(C2CCN(Cc3ccc(O)c(Cl)c3)CC2)NC(=O)N(CC2CCCO2)C1=O (centres undefined) | 12 | -0.1 | 2.2 | 3
O=C(c1ccc(-c2ccccc2)cc1)N1CCN(Cc2cccc(F)c2)CC1 | -9 | 0.1 | -0.9 | 64*
CCC(NC(=O)c1ccccc1NC(=O)c1ccco1)C(=O)O (centres undefined) | 5 | 0.3 | 0.4 | 24
O=c1c(=O)n(Cc2ccc(Cl)cc2)ccn1CCc1ccccc1 | -1 | -0.1 | -0.4 | -16
CS(=O)(=O)N1CCc2cc(N3CCN(CC4CCCCO4)C3=O)ccc21 (centres undefined) | -18 | 0.0 | 0.0 | -8
Nc1ccc2nc3c(=O)[nH]c(=O)[nH]c3nc2c1 | 15 | -0.1 | 0.1 | 11
CCn1cc(C(=O)Nc2ccc(OC)c(Cl)c2)c(=O)c2ccc(C)nc21 | -4 | 0.1 | 1.2 | 0
O=C(Nc1cccc([N+](=O)[O-])c1)C(C(F)(F)F)C(F)(F)F | 2 | 0.0 | 1.0 | 5
COCCNc1nc(C(C)(C)C)nc2c1nnn2Cc1ccccc1 | -5 | 0.2 | 0.7 | 6
CO[C@H]1[C@H](NC(=O)CSC)c2ccccc2C12CCN(Cc1cnc(C)s1)CC2 | 1 | 0.2 | 1.3 | 11
Cc1cccc2c1-c1sc(C(=O)Nc3ccccc3C(N)=O)cc1CO2 | -10 | -0.2 | 0.4 | -6
COc1ccc(C2=NN(CC(=O)NC(C)c3ccccc3)C(=O)CC2)cc1 (centres undefined) | 13 | 0.0 | 3.2 | -5
Cc1cc(C)n(CCNC2CCN(c3ccc(C(=O)NC4CCCC4)cc3)CC2)n1 | -4 | 0.6 | 1.2 | 10
CCCc1[nH]n(-c2ccc(F)cc2)c(=O)c1C=NCCCn1ccnc1 | 0 | 0.0 | -1.6 | 7
COC(=O)c1ccc2c(=O)n(Cc3ccco3)c(SCC(=O)Nc3ccc(C)c(Cl)c3)nc2c1 | -2 | 0.5 | -0.1 | -8
Cc1ccc(CSCC(=O)N2CCN(c3ccc(F)cc3)CC2)cc1 | 8 | 0.1 | 0.6 | 12
COc1cc2nc(Oc3ccccc3)nc(Nc3ccc(NC(C)=O)cc3)c2cc1OC | 23 | -0.1 | 7.4* | 14
N#Cc1c(N)nc(SCC(N)=O)c(C#N)c1-c1ccc(OCc2ccccc2)cc1 | 29 | 1.2 | -0.2 | 1
COc1ccc(CCNc2nc(-c3c(C)nn(C)c3C)nc3c2ncn3Cc2ccc(C(F)(F)F)cc2)cc1 | -14 | -0.1 | 2.5 | -7
NC(=O)c1c(NC(NC(=O)c2cccc(F)c2)(C(F)(F)F)C(F)(F)F)sc2c1CCC2 | 1 | 0.0 | -0.5 | -20
O=C1/C(=C/N(C(=O)c2cccc(Cl)c2)c2ccc(Cl)cc2)Sc2ccccc21 | -5 | 0.1 | -1.2 | 10
CN1C(=O)/C(=C\c2nc3ccccc3c(=O)[nH]2)c2cc(Br)ccc21 | -5 | -1.1 | 0.1 | 10
CN(CCNS(=O)(=O)c1ccc2c(c1)CCN2C(=O)C1CCC1)Cc1ccccc1 | -7 | -0.1 | -0.3 | -5
CCc1nn(C(C)C(=O)N(C)Cc2ccccc2)c(=O)c2cc3occc3n12 (centres undefined) | -7 | -0.1 | -0.4 | 2
O=C(NC1CCCC1)C(Cc1ccccc1)n1cccc1 (centres undefined) | -1 | -0.3 | -0.3 | -3
O=C(CN1C(=O)NC2(CCSC2)C1=O)NCc1ccccc1 (centres undefined) | 4 | 0.0 | -2.0 | 10
OCCNC(=S)Nc1ccc(Oc2ccccc2)cc1 | -6 | -0.2 | 1.8 | -6
Cc1nonc1CC(=O)N[C@@H](Cn1nc(-c2cccs2)ccc1=O)C(C)C | 1 | 0.2 | 0.5 | 13
O=S(=O)(c1cccs1)N1CCN(c2ccccc2Cl)CC1 | -2 | 0.6 | -0.2 | 22
Cc1cc2[nH]c(=O)c(=O)[nH]c2cc1S(=O)(=O)NCc1cccnc1 | 2 | 0.0 | 0.1 | -4
CCOc1ccc2ccccc2c1C(=O)Nc1c2c(nn1-c1ccc(F)cc1)CS(=O)C2 (centres undefined) | -4 | 0.5 | -0.3 | 18
CCN1CCN(CCCNc2nnc(Cc3cccnc3)c3ccccc23)CC1 | 2 | 1.1 | -0.4 | 10
Cc1cc(OCC(=O)Nc2ncn[nH]2)c(C)cc1Br | -9 | 0.0 | 0.5 | 9
O=C(Nc1nnc(-c2ccco2)o1)c1ccccc1Br | -7 | -0.2 | 0.3 | 10
CCCc1cc(=O)[nH]c(N/N=C/C=C\c2ccccc2)n1 | -2 | -0.1 | -0.3 | 12
CC(=O)N1CCN(C(=O)c2ccc(N3CC4CC(C3)c3cccc(=O)n3C4)c(NC(=O)c3ccc(C(C)(C)C)cc3)c2)CC1 (centres undefined) | 2 | 0.2 | 0.0 | 4
CCOc1ccc(CNC(=O)Cn2ncc3c(=O)oc4ccccc4c32)cc1 | 2 | 0.0 | -0.9 | -13
O=C(CN1CC(=O)Oc2ccccc21)OCC(=O)c1ccc(-c2ccccc2)cc1 | -18 | 0.1 | 1.0 | 11
O=C(CNCCc1ccccc1)N1CCCc2ccccc21 | 3 | -0.1 | -0.8 | 5
CN(C)c1ccc(/C=C2/C(=O)N(c3nc4ccccc4s3)N=C2CSc2ccc(Cl)cc2)cc1 | -5 | 0.0 | -0.5 | 16
CN(c1ccc(Br)cc1)S(=O)(=O)c1ccc2[nH]cc(C(=O)NCc3cccnc3)c(=O)c2c1 | -3 | 0.2 | 1.4 | 0
COc1ccccc1-c1ccnc(Nc2ccc(S(N)(=O)=O)cc2)n1 | 34* | 0.8 | 1.0 | 68*
CC(C)N(CCNC(=O)c1ccnc(Nc2ccc(C(F)(F)F)cc2)c1)C(C)C | -16 | 0.2 | 4.6 | 7
O=C(Nc1ccc2oc(-c3ccccc3Br)nc2c1)c1ccc(Cl)c([N+](=O)[O-])c1 | -1 | 1.2 | -0.1 | 5
CCOC(=O)CON1C(=O)c2ccccc2C1=O | -12 | 0.2 | 1.0 | 12

(cont.)
SMILES | TEAD-YAP inh | FBW7 act | GPR151 ag | MITF inh
COc1cccc(CNC(=O)CCCCCn2c(=S)[nH]c3cc4c(cc3c2=O)OCO4)c1 | 5 | 0.8 | -1.7 | 6
CCOC(=O)c1c(-c2ccccc2)csc1NC(=O)c1cccc(Br)c1 | 8 | -0.2 | 0.0 | 3
COc1ccccc1N1CCN(C(=S)NCCN2CCOCC2)CC1 | 66* | 0.2 | -1.4 | 8
O=C(NC1CCCCCCCCCCC1)c1cncc(Br)c1 | -7 | 0.1 | 0.7 | 0
Cc1cc(/C=N/NC(N)=O)c(C)n1-c1cc(Cl)ccc1Cl | 11 | -0.1 | 1.2 | 5
Cc1cccc2cc3c(N)c(C(=O)N4CCCCCC4)sc3nc12 | 0 | 0.1 | -0.1 | 14
COc1ccccc1-c1ccc(N2CCN(S(=O)(=O)c3cccc(F)c3)CC2)nn1 | 3 | 0.0 | -0.9 | -7
CC(=O)Nc1ccc(Nc2nc(N3CCN(Cc4ccc5c(c4)OCO5)CC3)nc3c2ncn3-c2ccsc2)cc1 | 20 | 0.0 | -0.8 | 10
O=C(CCNc1ccc(Cc2ccncc2)cc1)c1ccc([N+](=O)[O-])cc1 | 9 | -0.3 | 0.0 | 2
COc1cccc(CC2=NOC(C(=O)N3CCN(c4ccccn4)CC3)C2)c1 (centres undefined) | -46 | 0.2 | 0.3 | -19
CC(C)CN(C)C(=O)CC1C(=O)NCCN1Cc1ccc(F)c(F)c1 (centres undefined) | -2 | 0.0 | -3.0 | 17
CCCC1=C(C(=O)OCC)C(c2cc(Br)c(O)c(OC)c2)NC(=O)N1 (centres undefined) | 9 | 0.0 | 0.2 | 5
COC(=O)N/N=C/c1sc(N2CCCCC2)nc1-c1cccs1 | 10 | 0.2 | -1.6 | 13
CC(C)(C)c1ccc(C(=O)NCCC(=O)N2CCC3(CC2)OCCO3)cc1 | -7 | 0.0 | -0.3 | 3
Cc1nc2ccccc2c(=O)n1NC(=O)c1c(O)c2c(n(CC(C)C)c1=O)CCCC2 | 6 | 0.0 | -1.3 | 9
CCc1cccc(NC(=O)O/N=C(\C)c2ccccc2)c1 | -16 | 0.0 | 0.4 | -1
c1ccc(N2CCN(c3nc(NCCN4CCOCC4)c4[nH]cnc4n3)CC2)nc1 | -2 | -0.1 | 0.5 | 2
CCOC(=O)CNc1ncc(C(=O)OC)c2ccccc12 | 8 | -0.1 | -0.6 | 10
CCOC(=O)C1=C(N)Oc2cc(O)ccc2C1c1ccc([N+](=O)[O-])cc1 (centres undefined) | -9 | 0.1 | -1.7 | 8
O=C(NCc1ccco1)C(c1ccco1)N(C(=O)c1cccs1)c1cccnc1 (centres undefined) | -5 | 0.0 | 1.0 | -5
O=CN/N=C/c1ccc(OCc2ccccc2)cc1 | -3 | 0.3 | -0.7 | -8
COc1cccc(C(=O)NNC2=CC(=O)CC(C)(C)C2)c1 | 0 | 0.1 | 0.7 | -16
COCC(=O)N1CCC(Oc2ccc(C(=O)NCCc3cn[nH]c3)cc2)CC1 | -1 | 0.4 | 0.7 | 5
Cc1cc(Nc2ccc(N3CCOCC3)cc2)nc(Nc2ccccc2)n1 | 66* | -0.2 | 3.7 | 4
COc1ccc(-c2[nH]nc3c2C(c2ccc(OC(=O)N4CCOCC4)c(OC)c2)C(C#N)=C(N)O3)cc1 (centres undefined) | 6 | -0.5 | 0.8 | -6
O=S(=O)(Nc1nc(-c2ccc3c(c2)OCCO3)cs1)c1ccc(Cl)s1 | -49 | -0.3 | 1.4 | -1
Cc1cc(N2C(=O)C3C4CCC(O4)C3C2=O)ccc1[N+](=O)[O-] (centres undefined) | 2 | 0.0 | -0.5 | 9
Cc1nnc(NC(=O)/C=C/c2ccc(Cl)c(Cl)c2)s1 | 1 | 0.1 | -0.6 | -1
O=C(O)c1ccc(N2CCCC2=O)cc1 | 8 | 0.0 | -0.5 | -3
Cn1cccc1/C=N/NC(=O)c1ccc[n+]([O-])c1 | -11 | -0.2 | 0.0 | 1

Full records, looked up by structure.
`COCC(=O)N1CCC(Oc2ccc(C(=O)NCCc3cn[nH]c3)cc2)CC1` across the screens: TEAD-YAP inh: -1; FBW7 act: 0.4; GPR151 ag: 0.7; MITF inh: 5
`Cc1nnc(NC(=O)/C=C/c2ccc(Cl)c(Cl)c2)s1` across the screens: TEAD-YAP inh: 1; FBW7 act: 0.1; GPR151 ag: -0.6; MITF inh: -1

The listing picks up; the six compounds before the break are reprinted first.
SMILES | TEAD-YAP inh | FBW7 act | GPR151 ag | MITF inh
COc1ccc(-c2[nH]nc3c2C(c2ccc(OC(=O)N4CCOCC4)c(OC)c2)C(C#N)=C(N)O3)cc1 (centres undefined) | 6 | -0.5 | 0.8 | -6
O=S(=O)(Nc1nc(-c2ccc3c(c2)OCCO3)cs1)c1ccc(Cl)s1 | -49 | -0.3 | 1.4 | -1
Cc1cc(N2C(=O)C3C4CCC(O4)C3C2=O)ccc1[N+](=O)[O-] (centres undefined) | 2 | 0.0 | -0.5 | 9
Cc1nnc(NC(=O)/C=C/c2ccc(Cl)c(Cl)c2)s1 | 1 | 0.1 | -0.6 | -1
O=C(O)c1ccc(N2CCCC2=O)cc1 | 8 | 0.0 | -0.5 | -3
Cn1cccc1/C=N/NC(=O)c1ccc[n+]([O-])c1 | -11 | -0.2 | 0.0 | 1
COc1ccc(CN2CCc3nnc(C(NC(=O)c4ccoc4)C(C)C)n3CC2)cc1 (centres undefined) | 0 | 0.0 | -1.4 | -2
CCCSCCCNC(=O)c1csc2c1CCCC2 | -3 | 0.0 | 1.3 | 7
CCC1(CC)NC(=O)N(CC(=O)C(C#N)=C2N(C)c3ccccc3N2C)C1=O | -1 | -0.1 | 0.2 | 10
CCCCC[C@H](O)/C=C/[C@@H]1[C@@H](C/C=C\CCCC(=O)NCC)[C@@H](O)C[C@H]1O | . | . | -1.6 | -3
CC(=O)c1sc(NC(=O)CSc2ccc(Cl)cc2)nc1C | -6 | 0.3 | -1.0 | 25
CC(C)CCNC(=O)c1cc(S(=O)(=O)N2CCc3ccccc32)ccc1F | 4 | 0.0 | 1.3 | 5
Cc1ccc(CSCC(=O)NCc2cccs2)cc1 | -7 | -0.1 | -0.4 | 3
CCC(CC)C(=O)Nc1nnc(S(=O)(=O)N2CCCCCC2)s1 | 0 | 0.1 | 0.4 | 3
Nc1ccc(C(=O)N2CCN(c3ccccc3)CC2)cc1[N+](=O)[O-] | 4 | -0.2 | 1.2 | -8

Bioassay records from PubChem.
